Compound activity as filed in PubChem.
ELG1 genotox: induces genotoxicity in HEK293T cells with luciferase-tagged ELG1 | HEK293T ELG1-luciferase reporter, luminescence, 16 h | actives 1.3% (n = 330,000) | Potency, µM (series often up to 46 µM), inactives show at the top dose activity change, positive = activation, actives largely listed as activators | AID 504466; also: potency is read from the fitted curve at half-maximal effect; % of control where 0% means no effect; nearly all actives have a fitted effect of over 60% in size
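Screening used a luciferase reporter fused to human ELG1 in HEK293T cells. Luminescence was read on a CCD plate imager after 16 hr exposure and 30 min ONE-Glo incubation.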
BRCA1 expr act: increases BRCA1 expression; Potency, µM (titrated, usually from 46.1 µM), for inactives: at the highest dose activation, usual class: activators; MCF7-BRCA1-FFLuc reporter, luminescence, 48 h; response scale: scaled: vehicle 0%, 10 µM genistein 100%; actives 1.1% (n = 380,000); also: potency is read from the fitted curve at half-maximal effect; nearly all actives have a fitted effect of over 80% in size; some results filed as inactive show a strong effect at the top dose
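Using MCF7 cells harboring a BRCA1 firefly luciferase reporter, plated 2 h before compound pinning, the screen measured luminescence after 48 h incubation. Responses were normalized to DMSO and 10 microM genistein, then fitted for concentration-effect.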
NPC1 prom act: activates the NPC1 promoter | Potency, µM (highest dose often 9.22 µM), inactives show top-dose activation, usual class: activators | actives 2.4% (n = 320,000) | AID 485313 | Huh7 NPC1 promoter luciferase reporter, 24 h;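 also: potency is read from the fitted curve at half-maximal effect; % of control where 0% means no effect; nearly all actives have a fitted effect of over 60% in size; reporter is driven by a mutant NPC1 promoter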
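Compounds in DMSO were transferred onto Huh7 NPC1-luciferase reporter cells pre-incubated 2 h; after 24 h at 37 °C, Amplite reagent was dispensed and luminescence recorded 10 min later.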
Tb PFK inh: T. brucei PFK enzyme inhibition; O15648; T. brucei PFK, ADP-Glo luminescence; Potency, µM (series often up to 57.5 µM), for inactives: top-dose activity, negative = inhibition, most hits filed as inhibitors; actives 0.17% (n = 330,000);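 also: potency is read from the fitted curve at half-maximal effect; 0% = uninhibited 1x PFK enzyme wells and -100% = no-enzyme wells; nearly all actives have a fitted effect of over 60% in size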
Target sequence (O15648 whole entry, looked up): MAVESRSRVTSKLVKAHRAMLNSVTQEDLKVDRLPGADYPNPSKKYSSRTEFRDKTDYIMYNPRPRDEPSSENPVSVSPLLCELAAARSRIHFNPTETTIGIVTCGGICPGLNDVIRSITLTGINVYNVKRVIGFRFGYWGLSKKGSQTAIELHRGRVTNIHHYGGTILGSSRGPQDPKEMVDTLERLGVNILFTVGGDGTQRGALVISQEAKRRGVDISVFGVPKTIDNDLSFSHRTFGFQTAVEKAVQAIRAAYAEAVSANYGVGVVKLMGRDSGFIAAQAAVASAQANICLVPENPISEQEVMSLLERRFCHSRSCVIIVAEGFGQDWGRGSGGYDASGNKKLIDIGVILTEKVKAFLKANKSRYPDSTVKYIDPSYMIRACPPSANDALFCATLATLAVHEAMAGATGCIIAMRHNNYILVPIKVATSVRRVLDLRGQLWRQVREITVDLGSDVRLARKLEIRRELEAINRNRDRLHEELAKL
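PFK 1.25 nM, F6P 0.5 mM, ATP 0.1 mM, 0.1 M TEA pH 8.0, 5 mM MgCl2, 0.01% Tween20, 0.1% BSA; 45 min RT. ADP-Glo readout. qHTS titration up to 57 uM; curves fitted, compounds curve-classed.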
RORgamma inh: blocks mouse ROR gamma transcriptional activity; Potency, µM (series often up to 53.6 µM), for the others: at the highest dose activity change, negative = inhibition, most hits filed as inhibitors; P51450; actives 5.4% (n = 310,000); Drosophila S2 Gal4-RORgamma UAS-luciferase reporter, 20 h; also: potency is read from the fitted curve at half-maximal effect; % is scaled to controls: 0 for no effect and ±100 for the full control effect; nearly all actives have a fitted effect of over 60% in size
Target sequence (P51450 whole entry, looked up, the tested form may be a part): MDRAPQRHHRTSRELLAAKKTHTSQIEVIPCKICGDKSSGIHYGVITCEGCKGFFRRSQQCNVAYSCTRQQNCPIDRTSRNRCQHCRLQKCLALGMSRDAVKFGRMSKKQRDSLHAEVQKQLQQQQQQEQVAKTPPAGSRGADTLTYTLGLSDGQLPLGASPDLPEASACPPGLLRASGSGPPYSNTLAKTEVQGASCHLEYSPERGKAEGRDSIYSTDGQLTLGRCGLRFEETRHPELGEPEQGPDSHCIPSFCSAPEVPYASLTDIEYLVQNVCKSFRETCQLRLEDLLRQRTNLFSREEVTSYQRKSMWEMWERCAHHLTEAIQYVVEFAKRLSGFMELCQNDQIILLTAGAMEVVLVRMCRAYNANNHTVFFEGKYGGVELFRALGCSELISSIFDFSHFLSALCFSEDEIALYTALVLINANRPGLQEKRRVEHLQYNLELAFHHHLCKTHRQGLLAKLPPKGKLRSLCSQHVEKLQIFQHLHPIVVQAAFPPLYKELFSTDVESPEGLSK
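Using a luciferase readout, inhibitors were identified by reduced reporter activity in Drosophila cells coexpressing a copper-inducible Gal4–ROR gamma fusion and UAS-driven Photinus luciferase, incubated 20 hr after 700 uM copper sulfate.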
Rab9 prom act: activates the Rab9 promoter; actives 2.8% (n = 320,000); Huh7 Rab9 promoter-luciferase reporter, luminescence, 24 h; AID 485297; Potency, µM (titrated, usually from 9.22 µM), for the others: top-dose activation, negative = inhibition, most hits filed as activators; also: potency is read from the fitted curve at half-maximal effect; % of control where 0% means no effect; nearly all actives have a fitted effect of over 60% in size
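Huh7 reporter line, Rab9 promoter upstream of luciferase. Compound exposure 24 h at 37 °C in reduced-serum medium with 10% FBS. Read-out: luminescence.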
FLuc counter: counter-screen for miR-21 project: firefly luciferase inhibitors or activators; P08659; purified FLuc, Km substrates, luminescence inhibition; actives 6.9% (n = 360,000); Potency, µM (top dose mostly 57.5 µM), inactives show at the highest dose activity change, negative = inhibition, actives largely listed as inhibitors; AID 588342;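 also: potency is read from the fitted curve at half-maximal effect; plate controls were vehicle for no effect and reference inhibitor for full effect; nearly all actives have a fitted effect of over 55% in size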
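Purified P. pyralis luciferase (10nM final) with 10uM D-luciferin and 10uM ATP (Km levels) in 50mM Tris acetate pH 7.5, 10mM Mg acetate, 0.01% Tween-20, 0.05% BSA; qHTS 6-point titration, ~60 µM downward; luminescence read.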
TRPV1 agonist: activates the human vanilloid receptor TRPV1; Q8NER1; TRPV1-expressing cells, Fluo-8 calcium influx, agonist mode; activation, % at 8.33 µM; actives 0.19% (n = 320,000); in the data active = activation above about 80%; inconclusive = between about 30% and that limit; also: 0% is about no effect
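Cells expressing TRPV1 were dye-loaded with Fluo-8 and read kinetically: 10 s baseline, 3 min after compound (agonist portion), then 2 min after EC20 capsaicin (allosteric enhancer portion). Calcium-bound dye fluorescence at 480/520 nm.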
Gal4-VP16 FLuc: inhibits Gal4-VP16 luciferase reporter, ROR gamma counter-screen. AID 2546. Drosophila S2 Gal4-VP16 UAS-luciferase, luminescence, 20 h. actives 3.5% (n = 310,000). Potency, µM (highest dose often 53.6 µM), for the others: at the top dose activity, negative = inhibition, most hits filed as inhibitors;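 also: Gal4-VP16 expression switched on by copper sulfate through the metallothionein promoter; potency is read from the fitted curve at half-maximal effect; % is scaled to controls: 0 for no effect and ±100 for the full control effect; nearly all actives have a fitted effect of over 50% in size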
ELG1 DNA repair: ELG1-dependent DNA repair inhibition. HEK293T ELG1-luciferase reporter, luminescence, 16 h; DNA damage induced by 5-fluorouridine. Potency, µM (doses to about 46.1 µM), for inactives: at the top dose activity change, negative = inhibition, actives largely listed as inhibitors. actives 2.3% (n = 330,000). AID 504467; also: potency is read from the fitted curve at half-maximal effect; % is scaled to controls: 0 for no effect and ±100 for the full control effect; nearly all actives have a fitted effect of over 55% in size
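In this reporter screen, reduction of luminescence relative to DMSO vehicle indicated activity. Compounds and 5-fluorouridine were added together to 2,000 cells per well, incubated for 16 hr at 37 °C, then developed with ONE-Glo.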
p53 reactivation: re-activators of mutant p53; Potency, µM (doses to about 92.2 µM), without a hit: at the highest dose activity change, positive = activation, hits mostly activators; actives 0.063% (n = 320,000); H1299 p53-A138V BP100-luciferase reporter, luminescence, 24 h; also: potency is read from the fitted curve at half-maximal effect; % of control where 0% means no effect; nearly all actives have a fitted effect of over 45% in size
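H1299 (p53-null), stable ts p53-A138V + BP100-Luc; 1000 cells/well, Opti-MEM/10% FBS; cpd 4 pt, 1:5; 24 h, 37 deg C, 5% CO2; detection reagent 10 min RT; luminescence.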
Numbers without * were called inactive; ? = inconclusive; . = not tested or not shown; & = joins results of further samples; [ ] = remark or other dose. Unless noted, calls follow the shape of the dose curve; as a rule, active = well fitted curve in the direction sought with a large enough effect; inconclusive = small, poorly fitted or top-dose-only effect, or another doubt; inactive = no such curve, though single readings can be large; an effect the other way counts as inactive or inconclusive. Hits appear at their usual frequency, and some 15% of all compounds hit somewhere here.

SMILES	ELG1 genotox	BRCA1 expr act	NPC1 prom act	Tb PFK inh	RORgamma inh	Rab9 prom act	FLuc counter	TRPV1 agonist	Gal4-VP16 FLuc	ELG1 DNA repair	p53 reactivation
CC(CCc1ccccc1)NC(=O)c1cncc(Br)c1 (centres undefined)	-3%	-33%	-1%	-4%	13%	-1%	3%	23	4%	-33%	-3%
O=C(COC(=O)/C=C/c1ccc(F)cc1)Nc1nnc(-c2ccccc2)o1	2%	-3%	0%	0%	.	-2%	-5%	-2	.	5%	2%
COc1cc(NC(=S)N2CCc3ccccc3C2)cc(OC)c1	6%	11%	8%	-6%	14µM*	0%	-16%	?	?	1%	1%
O=C(c1cc(-c2ccc(F)cc2)nc2ccccc12)N1CCN(C2CCS(=O)(=O)C2)CC1 (centres undefined)	0%	26%	9%	7%	.	19%	9.5µM*	-1	.	3%	1%
COc1ccccc1/C=C/C(=O)OCC(=O)N1c2ccccc2CC1C (centres undefined)	1%	4%	-4%	-7%	.	1%	-3%	3	.	?	3%
Cc1ccnc(N2C(=O)c3cccc4c([N+](=O)[O-])ccc(c34)C2=O)c1	-61%[inhibitor]	-82%[inhibitor]	-28%	-3%	6.3µM*	-43%[inhibitor]	-8%	-1	0%[0.365 µM]	-19%	-24%
CCn1ccnc1CNC(=O)CC1C(=O)NCCN1Cc1ccc(F)cc1Cl (centres undefined)	1%	2%	-8%	-14%	9%	-37%[inhibitor]	0%	-13	?	?	-4%
CCCSc1cc(NCCOC(C)=O)c([N+](=O)[O-])c2nonc12	-3%	22%	-4%	2%	-35%	-4%	5%	5	14%	-1%	-10%
Cc1cccn2c(=O)c3cc(C(=O)NC4CCCC4)c(=N)n(Cc4ccc(F)cc4)c3nc12	-18%	-10%	-1%	1%	0%	0%	-2%	?	-5%	-7%	-2%
CCCCC(=O)Nc1nnc(S(=O)(=O)N(CC)c2ccccc2)s1	-3%	2%	0%	1%	-2%	-1%	0%	1	0%	-10%	2%
Cc1ccc(C(=O)Nc2ccc(OCc3ccccc3)cc2)cc1[N+](=O)[O-]	2%	34%	-3%	-3%	-29%	7%	0%	8	-27%	1%	5%
O=C(Cc1cccs1)NNC(=O)C12CC3CC(CC(C3)C1)C2	0%	5%	6%	-1%	-18%	16%	-4%	6	-6%	-11%	-4%
CCCc1ccc(S(=O)(=O)N/N=C(/C)c2ccc3c(c2)OCO3)cc1	-7%	0%	-5%	0%	92%	-3%	4%	-1	-14%	-5%	-5%
O=Cc1c(Cl)cccc1Cl	0%	7%	-4%	-1%	17%&1%	1%	6%	3	0%&-8%	11%	0%
CCCn1c(SCC(=O)N2CCCC(C)C2)nnc1-c1cccnc1 (centres undefined)	-2%	-1%	-1%	-7%	22%	1%	-1%	4	-2%	4%	3%
CN1CCN(C(=O)CCS(=O)(=O)c2cc3c(cc2Cl)NC(=O)CO3)CC1	10%	2%	-4%	-4%	-35%	-3%	-1%	1	1%	5%	.
CCOC(=O)/C=C1\NC(C)(C)Cc2cc(OC)c(OC)cc21	-1%	7%	0%	-7%	-1%	-2%	-1%	0	1%	6%	6%
N/C(CC(=O)Nc1ccc(F)c(Cl)c1)=N\OC(=O)c1cccs1	-7%	0%	5%	?	-23%	1%	0%	-1	-16%	1%	5%
COc1cc(-c2noc(C3CCCN(C(=O)c4c(F)cccc4F)C3)n2)cc(OC)c1OC (centres undefined)	-3%	-29%	-2%	2%	3%	8%	-8%	2	2%	?	-2%
COc1cccc(CNC(=O)Cn2ccc([N+](=O)[O-])n2)c1	2%	9%	-7%	0%	13%	-7%	-3%	-2	7%	-3%	2%
COc1ccc(CN(C)C(=S)Nc2ccc(Cl)cc2Cl)cc1	0%	-23%	-4%	-5%	18µM*	-7%	-7%	7	-5%[10 µM]	-30%	-2%
CCCc1cc(=O)oc2c(C)c(OC3CCCCC3=O)ccc12 (centres undefined)	-2%	-15%	1%	8%	16%	0%	-4%	5	-2%	11%	4%
CC(CCc1ccccc1)NC(=O)COC(=O)c1ccc([N+](=O)[O-])cc1 (centres undefined)	0%	-2%	-6%	1%	-7%	-5%	1%	10	3%	?	15%
COc1ccccc1-n1nnnc1SCC(=O)NCC1CCCO1 (centres undefined)	0%	-14%	-3%	4%	.	-7%	-2%	3	.	?	-3%
Cc1ccc(-n2nnc3c(=O)n(CC(=O)N4CCC(C)CC4)cnc32)cc1	2%	4%	-2%	-15%	-2%	3%	-3%	17	7%	?	8%
Cc1cccc(NCN2C(=O)c3ccccc3C2=O)c1	4%	13%	-3%	2%	-22%	-3%	3%	0	5%	0%	-3%
O=c1cnn(Cc2ccc(Cl)c(Cl)c2)c2ccccc12	0%	-39%	-5%	?	20%	0%	-1%	5	-15%	-20%	-6%
Cc1csc(NC(=O)CSc2nnc(Cc3cccn3C)n2CCc2ccccc2)n1	-5%	-7%	-2%	?	18%	-3%	1%	15	-6%	?	-6%
COc1cccc(-c2csc(N3CCN(C(=S)Nc4ccccc4C)CC3)n2)c1	2%	30%	0%	3%	7.1µM*	1%	-11%	2	?	7%	-2%
CC1CCc2nn(CC(=O)NCCCN3CCCC3=O)cc2C1 (centres undefined)	0%	11%	-1%	1%	-5%	1%	-1%	-2	-3%	4%	6%

An excerpt from above in order of molecular weight, low to high.
SMILES	ELG1 genotox	BRCA1 expr act	NPC1 prom act	Tb PFK inh	RORgamma inh	Rab9 prom act	FLuc counter	TRPV1 agonist	Gal4-VP16 FLuc	ELG1 DNA repair	p53 reactivation
CCOC(=O)/C=C1\NC(C)(C)Cc2cc(OC)c(OC)cc21	-1%	7%	0%	-7%	-1%	-2%	-1%	0	1%	6%	6%
CC1CCc2nn(CC(=O)NCCCN3CCCC3=O)cc2C1 (centres undefined)	0%	11%	-1%	1%	-5%	1%	-1%	-2	-3%	4%	6%
CC(CCc1ccccc1)NC(=O)COC(=O)c1ccc([N+](=O)[O-])cc1 (centres undefined)	0%	-2%	-6%	1%	-7%	-5%	1%	10	3%	?	15%
Cc1csc(NC(=O)CSc2nnc(Cc3cccn3C)n2CCc2ccccc2)n1	-5%	-7%	-2%	?	18%	-3%	1%	15	-6%	?	-6%

The list goes on:
SMILES	ELG1 genotox	BRCA1 expr act	NPC1 prom act	Tb PFK inh	RORgamma inh	Rab9 prom act	FLuc counter	TRPV1 agonist	Gal4-VP16 FLuc	ELG1 DNA repair	p53 reactivation
c1ccc(-c2nc(SCc3nc4ccccc4[nH]3)c3oc4ccccc4c3n2)cc1	-3%	-32%	.	0%	.	.	.	.	.	?	-1%
O=[N+]([O-])c1ccc(C2Nc3cccc4cccc(c34)N2)cc1	-1%	-73%	26%	0%	-25%	21%	-11%	0	-14%	?	2%
O=C(CCN1C(=O)c2cccc3cccc(c23)C1=O)NC1CCS(=O)(=O)C1 (centres undefined)	6%	10µM*	15%	-11%	2%	18%	?	2	7%	?	9%
O=C(Nc1cc(S(=O)(=O)N2CCCCC2)ccc1O)c1ccccc1NS(=O)(=O)c1ccc(F)cc1	-10%	-46%&-12%	-1%	-3%	40%	-3%	?	4	4%	-6%	0%
O=C(COC(=O)C1CC2C=CC1C2)Nc1c(Br)cc([N+](=O)[O-])cc1Br (centres undefined)	-2%	-9%	.	14%	.	.	.	.	.	4.6µM*	9%
COc1ccc(-c2cnn(-c3ccccc3)c2N)cc1OC	1%	18%	2%	-6%	10%	-5%	1%	8	-6%	?	6%
CCS(=O)(=O)Nc1cccc(C2=NN(S(=O)(=O)CC)C(c3cccs3)C2)c1 (centres undefined)	1%	30%	-4%	6%	12%	-2%	2%	-1	23%	-8%	5%
Cc1ccc(OCC(=O)Nc2cccc3ccccc23)c([N+](=O)[O-])n1	1%	-62%	.	-2%	.	.	.	.	.	7%	0%
Cc1cccc(N/N=C2/COC(C)(C)CC2=O)c1	?	7.9µM*	3.2µM*	-4%	-14%	3.2µM*	8.5µM*	8	?	?	?

Copied from the list.
Under ELG1 genotox, `CC1CCc2nn(CC(=O)NCCCN3CCCC3=O)cc2C1` (centres undefined) is listed with 0%
Under p53 reactivation, `c1ccc(-c2nc(SCc3nc4ccccc4[nH]3)c3oc4ccccc4c3n2)cc1` is listed with -1%
